Screening data from PubChem BioAssay.
PI5P4Ka inh: qHTS for Inhibitors of phosphatidylinositol 5-phosphate 4-kinase (PI5P4K). max response, %. AID 652105, 2013. hit rate 1.2% among 330,000. PI5P4Kalpha enzyme, ADP-Glo luminescence, 60 min; active compounds read low; active = max response of -50% or lower; inconclusive = between -30% and -50%; inactive = -30% or higher; also: value at the top dose of about 77 µM; % is scaled to controls: 0 for no effect and ±100 for the full control effect
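ADP-Glo luminescence end-point after a 60 min room-temperature kinase reaction. PI5P4Kalpha and substrate in HEPES pH 7.4 buffer with EGTA, 0.1% CHAPS and 5% DMSO; ATP at 5 microM final.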
EPAC1 antagonist: qHTS for Antagonist of cAMP-regulated guanine nucleotide exchange factor 3 (EPAC1): primary screen; Rap guanine nucleotide exchange factor 3 (Homo sapiens), O95398; EPAC1 GEF assay, Rap1b-BODIPY-GDP exchange fluorescence; Potency, µM (titrated, usually from 115 µM), for inactives: top-dose activity change, negative = inhibition, actives largely listed as inhibitors; hit rate 0.14% among 360,000;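 also: potency is read from the fitted curve at half-maximal effect; plate controls were vehicle for no effect and positive control for full effect; nearly all actives have a fitted effect of over 50% in size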
Target sequence (O95398 whole entry, looked up): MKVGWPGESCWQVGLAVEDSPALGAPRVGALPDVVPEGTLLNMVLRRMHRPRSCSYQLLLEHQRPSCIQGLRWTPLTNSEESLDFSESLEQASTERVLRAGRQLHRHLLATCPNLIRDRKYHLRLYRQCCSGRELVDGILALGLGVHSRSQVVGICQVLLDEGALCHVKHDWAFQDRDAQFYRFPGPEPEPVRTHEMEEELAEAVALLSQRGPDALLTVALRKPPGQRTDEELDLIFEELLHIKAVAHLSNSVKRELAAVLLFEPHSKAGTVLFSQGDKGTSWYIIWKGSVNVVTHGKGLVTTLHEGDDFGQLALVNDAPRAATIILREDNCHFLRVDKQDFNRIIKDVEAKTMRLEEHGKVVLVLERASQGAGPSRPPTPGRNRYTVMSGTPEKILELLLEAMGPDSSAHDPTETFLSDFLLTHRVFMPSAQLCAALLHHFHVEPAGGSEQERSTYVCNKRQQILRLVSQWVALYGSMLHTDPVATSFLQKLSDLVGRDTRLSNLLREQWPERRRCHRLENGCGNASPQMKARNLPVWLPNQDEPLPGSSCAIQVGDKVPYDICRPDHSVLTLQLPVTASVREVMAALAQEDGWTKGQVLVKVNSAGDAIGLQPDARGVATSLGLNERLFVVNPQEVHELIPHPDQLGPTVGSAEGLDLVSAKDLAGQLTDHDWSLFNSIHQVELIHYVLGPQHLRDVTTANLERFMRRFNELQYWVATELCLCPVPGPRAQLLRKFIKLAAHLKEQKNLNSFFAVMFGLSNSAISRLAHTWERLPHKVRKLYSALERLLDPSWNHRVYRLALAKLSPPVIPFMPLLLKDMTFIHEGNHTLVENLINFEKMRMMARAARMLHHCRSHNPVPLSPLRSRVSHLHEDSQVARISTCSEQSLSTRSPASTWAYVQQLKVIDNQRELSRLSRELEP
CCT modulator: High-Throughput Screening for Modulators of Cytosolic Chaperonin Activity; purified chaperonin ATPase assay, HTRF ADP detection, 30 min; hit rate 0.3% among 360,000; activity change, % (test concentration not listed), hits read low; in the data active = activity change below about -30%; also: % is scaled to controls: 0 for no effect and ±100 for the full control effect
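First, chaperonin was dispensed at 40 nM or 20 nM final depending on batch activity. Next, compounds were pinned at 76 uM and ATP added at 10 uM. After 30 min at 37 °C, ADP detection reagents ran 30 min at ambient temperature.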
EPAC2 agonist: qHTS for Agonist of cAMP-regulated guanine nucleotide exchange factor 4 (EPAC2): primary screen; Rap guanine nucleotide exchange factor 4 (Homo sapiens), Q8WZA2; hit rate 0.079% among 360,000; Potency, µM (doses to about 154 µM), without a hit: at the top dose activation, most hits filed as activators; EPAC2 activation, biochemical qHTS; response scale: 100% = 6.5 mM cAMP response; also: potency is read from the fitted curve at half-maximal effect; nearly all actives have a fitted effect of over 50% in size
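Compounds were added across a concentration range to EPAC2 (100 nM), RAP1B-BODIPY-GDP (250 nM) and GDP (50 uM). After 5 min at room temperature, fluorescence was recorded at 5-min intervals for 30 min.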
EPAC1 agonist: qHTS for Agonist of cAMP-regulated guanine nucleotide exchange factor 3 (EPAC1): primary screen. Rap guanine nucleotide exchange factor 3 (Homo sapiens), O95398. EPAC1 agonist qHTS, biochemical assay; response scale: 100% = response to 6.5 mM cAMP. Potency, µM (series often up to 154 µM), without a hit: at the top dose activation, hits mostly activators. hit rate 0.073% among 360,000. AID 720707, 2013; also: potency is read from the fitted curve at half-maximal effect; nearly all actives have a fitted effect of over 60% in size
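EPAC1 100 nM, Rap1B–BODIPY-GDP 250 nM, unlabeled GDP 50 uM; compound titration; 5 min RT; kinetic read ex480/em540 at 5-min intervals ×30 min; data normalized to 6.5 mM cAMP agonist control.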
IL2 activator: qHTS of IL-2 Activators. IL-2 activation reporter assay, cell-based qHTS; stimulated with anti-CD3/CD4/CD28 beads; in transgenic mouse T cells. activation, % (series mostly up to about 46 µM). hit rate 0.065% among 360,000. AID 652025, 2013; in the data active = activation above about 50%; inconclusive = mostly about 30% to 49%; also: 0% is about no effect
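Readout is EGFP and DsRed signal by fluorescent plate cytometry after 18 h at 37 degrees C. Transgenic mouse T cells (750/well) received compound for 60 min before bead stimulation (anti-CD3, anti-CD4, anti-CD28); memory T cells served as non-tolerant control.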
WRN helicase inh: qHTS for Inhibitors of WRN Helicase | WRN helicase unwinding, fluorescent forked duplex, kinetic | Potency, µM (series often up to 114 µM), for inactives: top-dose activity change, negative = inhibition, actives largely listed as inhibitors | hit rate 0.46% among 360,000 | AID 651768, 2012; also: potency is read from the fitted curve at half-maximal effect; % is scaled to controls: 0 for no effect and ±100 for the full control effect; nearly all actives have a fitted effect of over 55% in size
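Enzyme (20 nM final) and test compound sit together 15 min at room temperature before substrate addition. Substrate is a single-forked duplex oligonucleotide (100 nM) labelled with fluorophore and quencher, with 2 mM ATP; helicase unwinding raises red fluorescence, read kinetically.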
PLK1 PBD block: qHTS for Inhibitors of PLK1-PDB (polo-like kinase 1 - polo-box domain): Primary Screen; Plk1 PBD binding of FITC phosphopeptide, fluorescence polarization; Potency, µM, inactives show max response, negative = inhibition, usual class: inhibitors; hit rate 2.8% among 360,000; also: potency is read from the fitted curve at half-maximal effect; series mostly up to about 57 µM; % is scaled to controls: 0 for no effect and ±100 for the full control effect; nearly all actives have a fitted effect of over 65% in size
An asterisk follows results filed as active; ? = inconclusive; . = not tested or not shown; [ ] = remark or other dose. Unless noted, calls follow the shape of the dose curve; as a rule, active = well fitted curve in the direction sought with a large enough effect; inconclusive = small, poorly fitted or top-dose-only effect, or another doubt; inactive = no such curve, though single readings can be large; an effect the other way counts as inactive or inconclusive.

mol	EPAC1 antagonist	IL2 activator	PLK1 PBD block	EPAC2 agonist	EPAC1 agonist	PI5P4Ka inh	WRN helicase inh	CCT modulator
C(=N\N1CCN(c2ccccn2)CC1)/c1cccc2ccccc12	6%	-4.5	3%	1%	11%	25	-3%	1.2
Cc1ccc(S(=O)(=O)c2nnn3c2nc(N2CCC(C(N)=O)CC2)c2ccccc23)cc1C	7%	-3.5	-3%	-3%	-2%	-1	-2%	-3.5
Cc1ccc(Nc2nc(N)c([N+](=O)[O-])c(NCc3ccco3)n2)cc1	3%	-4.8	-4%	6%	-2%	-24	-7%	-0.7
Cc1cc(NC(=O)Nc2ccc(Cl)cc2)n(C(C)(C)C)n1	12%	-0.2	2%	3%	6%	0	1%	-0.1
CC(C)Sc1nc2sccc2c(=O)n1-c1ccccc1	15%	0.1	-3%	8%	5%	-19	0%	1.1
O=C(N/N=C/C=C/c1ccc(Br)cc1)C(O)c1ccccc1 (stereo unspecified)	-1%	1.9	-10%	14%	5%	-4	4%	-3.1
COc1ccc(NCc2nnc(SCC(=O)NNC(=O)c3ccc(C)cc3)n2C)cc1	-7%	4.3	-1%	10%	1%	1	-17%	-0.7
CCc1[nH]nc2c1C1(CCN(C(=O)OCc3ccccc3)CC1)C(C#N)=C(N)O2	-9%	-1.0	-1%	4%	2%	-21	-3%	1.6
O=C(NC1CCCCC1)C(c1ccc(F)cc1)N(C(=O)c1csnn1)C1CCCC1 (stereo unspecified)	-12%	-0.5	0%	4%	-4%	-6	7%	-1.2
O=C(Nc1nnc(CCc2ccccc2)s1)c1ccccc1F	5%	1.1	-13%	7%	-5%	-25	-13%	-3.3
CCc1noc(C)c1C(=O)OCC(=O)Nc1ccc(F)cc1Cl	2%	-0.3	-10%	13%	2%	-2	3%	2.6
N#Cc1c(/N=C/c2cccs2)sc2c1CCC2	-1%	-1.1	-1%	7%	0%	1	-4%	-0.2
CCN(C1CCCCC1)S(=O)(=O)c1cc(C)ccc1OC	0%	-1.6	-26%	7%	-1%	3	-4%	-1.3
O=C(Cc1ccccc1)NCC1OCCc2ccccc21 (stereo unspecified)	-7%	-0.8	-27%	3%	8%	-4	13%	-0.1
Cc1ccsc1/C=N/Nc1ccc(F)cc1F	6%	0.7	-12%	29%	18%	0	-4%	0.2
CCCCC(=O)Nc1ccc(NC(=O)CCCC)nc1	8%	0.4	-10%	-2%	-9%	6	5%	-1.4
O=C(COc1cc2oc(=O)c3c(c2cc1Cl)CCC3)NCc1ccccn1	16%	-2.3	-11%	4%	3%	0	-10%	-0.9
CCCc1nc2c3ccccc3ccn2c1Cc1ccc(C)cc1	5%	-0.6	9%	14%	7%	0	-3%	1.8
COc1ccc(CN(C)CC(=O)Nc2cc(OC)c([N+](=O)[O-])cc2C)c(OC)c1	-7%	-2.4	2%	6%	12%	16	-12%	1.8
Cc1ccc(-c2cc(C(F)(F)F)n3ncc(C(=O)O)c3n2)cc1	2%	-2.0	30µM*	-5%	3%	-10	10%	-1.7
NC(=O)Cc1cn(-c2ncc(C(F)(F)F)cc2Cl)c2ccccc12	-24%	-2.0	2%	-3%	-6%	1	-9%	-4.8
CN1CCN(NC(=O)c2ccc(Br)c(S(=O)(=O)N3CCOCC3)c2)CC1	5%	0.0	-1%	-3%	-13%	-6	-1%[57.1 µM]	-0.4
COc1ccccc1OCCNC(=O)CN(c1cccc(C)c1)S(=O)(=O)c1ccccc1	2%	-1.9	5%	8%	3%	0	-2%	0.1
CC(C)c1cc(C(=O)N/N=C/c2cccnc2)n[nH]1	-2%	2.0	3%	-5%	0%	14	0%	-0.6
Cc1ccc(C)c(NC(=O)CSc2nnc(-c3ccncc3)n2N)c1	?	0.4	-9%	1%	5%	.	2%	-0.6
COC(=O)CC1SC(=O)NC1=Nc1ccc(O)cc1 (stereo unspecified)	-22%	1.1	2%	6%	7%	5	-1%	-7.8
CC(C)(C)NC(=O)C[C@H]1C[C@H](C(=O)N2CCCCC2)[C@@]2(C)c3[nH]c4ccc(Cl)cc4c3CCN2C1=O	-27%	-0.7	-23%	9%	-28%	4	-4%	-2.9
CC1(c2ccccc2)NC(=O)N(CC(=O)Nc2nc(-c3ccccn3)cs2)C1=O (stereo unspecified)	1%	-6.4	?	5%	7%	-23	-5%	-1.7
COc1cc2cc(c1Cl)N(C)C(=O)CC(OC(=O)C(C)N(C)C(C)=O)C1(C)OC1C(C)C1CC(O)(NC(=O)O1)C(OC)C=CC=C(C)C2 (stereo unspecified)	3%	-5.1	-8%	-8%	6%	11	1%	-0.1
COC(=O)c1csc(C2OC(CO)C(O)C2O)n1 (stereo unspecified)	3%	0.4	-1%	-7%	-7%	3	-4%	-2.5

Profiles, quoted from the list. Order of values: EPAC1 antagonist, IL2 activator, PLK1 PBD block, EPAC2 agonist, EPAC1 agonist, PI5P4Ka inh, WRN helicase inh, CCT modulator
`O=C(Nc1nnc(CCc2ccccc2)s1)c1ccccc1F` reads 5%, 1.1, -13%, 7%, -5%, -25, -13%, -3.3
`CC1(c2ccccc2)NC(=O)N(CC(=O)Nc2nc(-c3ccccn3)cs2)C1=O` (stereo unspecified) reads 1%, -6.4, ?, 5%, 7%, -23, -5%, -1.7

Continuation:
mol	EPAC1 antagonist	IL2 activator	PLK1 PBD block	EPAC2 agonist	EPAC1 agonist	PI5P4Ka inh	WRN helicase inh	CCT modulator
CSCCC(NC(=O)COc1ccccc1)C(=O)N1CCCCCC1 (stereo unspecified)	-13%	0.7	-4%	1%	5%	4	4%	-0.9
Cc1cc(OCC(=O)NCCN2CCOCC2)ccc1Br	-15%	-1.4	-8%	-2%	-3%	-5	10%[57.1 µM]	0.5
CN(CC(=O)NC1CCCc2ccccc21)C1CCCCC1 (stereo unspecified)	0%	0.8	2%	0%	-3%	-2	7%	-2.1
CCOc1ccc(C(=O)Nc2c3c(nn2C(C)(C)C)CSC3)cc1OCC	4%	-2.1	-6%	-7%	-12%	.	4%	2.0
Cn1nnnc1CCOCCc1nnnn1C	13%	0.8	-1%	-4%	-1%	2	-23%[57.1 µM]	-0.7
CCCCOc1ccc(C(=O)N/N=C/c2cn[nH]c2-c2ccc(OC)c(OC)c2)cc1	?	-3.4	0%	-10%	-7%	-8	-17%	1.7
COc1cc(C(=O)Nc2c(C(=O)O)[nH]c3ccccc23)cc(OC)c1OC	-5%	-1.0	-7%	9%	1%	-5	1%	0.2
Cc1cc2oc(=O)c(CC(=O)NCCCO)c(C)c2c2occ(C(C)(C)C)c12	2%	-2.0	7%	-4%	-1%	4	-2%	-0.2
O=C(NCc1cccnc1)c1sc2cc(Cl)ccc2c1Cl	-5%	-0.3	-3%	16%	10%	.	-8%	-0.6
CC(=O)Nc1ccc(NC(=O)C(C)OC(=O)/C(C#N)=C/c2ccc(N(C)C)cc2)cc1 (stereo unspecified)	-17%	3.6	-8%	10%	1%	-12	?	-2.7
Cc1cc(CN2CCC(N3CCC(C(=O)NC4CC4)CC3)CC2)cc(C)c1O	-10%	4.5	-7%	-2%	8%	-5	-29%	-2.1
Cn1cc(S(=O)(=O)Nc2ccc(F)cc2F)c(=O)n(C)c1=O	3%	0.7	-3%	3%	-7%	8	-10%	-2.1
CCN(CC(=O)NCc1ccc(Cl)cc1)C(=O)c1c(C)noc1C	7%	0.4	1%	-1%	5%	2	-12%	-3.2
COC(=O)c1cc(OC)c(OC)cc1NC(=O)Nc1ccccc1F	-2%	0.1	-1%	-2%	3%	2	4%	-0.5
CC1CCCCN1C(=O)c1cc(S(=O)(=O)N2CCCCC2)c[nH]1 (stereo unspecified)	-1%	1.6	3%	0%	-16%	6	-10%	0.2
CCCn1c(CN2CCCCC2CC)nc2c1c(=O)n(C)c(=O)n2C (stereo unspecified)	-5%	-2.6	-7%	10%	3%	-11	0%	-2.3
Cc1ccc(CN2CC(N3CCN(C)CC3)CS2(=O)=O)cc1 (stereo unspecified)	-2%	-0.3	-6%	5%	-8%	4	-10%	0.1
CCc1cccc(CC)c1NC(=S)/C(=C(\[O-])c1ccc(Cl)s1)[n+]1ccccc1	-1%	0.6	-17%	14%	-5%	-7	9%	-2.3
CC(=O)c1ccccc1N(C(=O)c1ccco1)C(C(=O)NC1CCCC1)c1ccc(C)cc1 (stereo unspecified)	1%	1.6	-1%	-5%	-4%	-2	2%[57.1 µM]	1.0
N#CC(C#N)=C1C(=O)N(CCN2CCOCC2)c2ccccc21	13%	-1.4	?	1%	-3%	-4	-34%	-1.9
O=C(c1ccc([N+](=O)[O-])cc1)N1CCN=C1SCc1ccccc1	-25%	-1.2	-15%	17%	15%	-2	-34%	0.0
O=C(O)c1ccc2c(c1)C(=O)N(CCCCCCCN1C(=O)c3ccc(C(=O)O)cc3C1=O)C2=O	-5%	-1.0	-2%	0%	8%	-78*	-9%[57.1 µM]	-6.4
CS(=O)(=O)N(CCc1ccccc1)CC(=O)N1CCN(c2ccccc2)CC1	15%	-3.5	-10%	4%	4%	-11	7%	-0.4
CC(C)(C)c1cc(NC(=O)c2cccc([N+](=O)[O-])c2)no1	-21%	0.9	1%	-6%	2%	-4	0%	0.2
COCCNC(=S)N(C)[C@H]1C[C@H]2c3cc(Oc4ccccc4C)ccc3CCN2C(=O)[C@H]1[C@H](C)O	-5%	-0.7	-9%	25%	-4%	9	0%	-1.3
CC(C)Oc1ccc(OCCCN2CCCCCC2)cc1	0%	-1.5	-10%	-5%	-4%	2	6%	0.7
Cc1ccc(N(Cc2ccccc2)C(=O)c2cc(S(=O)(=O)N3CCOCC3)ccc2C)cc1	?	-0.7	-1%	4%	0%	7	-4%	-1.8
CSCCC(NS(=O)(=O)c1ccccc1F)C(=O)NC(C)c1ccccc1 (stereo unspecified)	-14%	2.1	-5%	-3%	-3%	3	-10%	2.0

These rows are one share of the data (hit frequency here may not be typical).
